# M4 ag = human M4 muscarinic receptor agonists, primary screen, CHO-K1 cells, Fluo-8 calcium fluorescence; Muscarinic acetylcholine receptor M4 (Homo sapiens), P08173; CHO-K1 hM4/Gqi5; vehicle 0%, full acetylcholine response 100%; activation, % at 3 µM; hit rate 0.14% among 360,000; AID 624127, 2012;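 active means activation above the run mean over all test wells plus 3 SD, cut at about 32% in these data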;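 further: peak over basal fluorescence ratio per well then scaled between controls; 0% = DMSO wells and 100% = acetylcholine at EC100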
# Target sequence (P08173 whole entry, looked up): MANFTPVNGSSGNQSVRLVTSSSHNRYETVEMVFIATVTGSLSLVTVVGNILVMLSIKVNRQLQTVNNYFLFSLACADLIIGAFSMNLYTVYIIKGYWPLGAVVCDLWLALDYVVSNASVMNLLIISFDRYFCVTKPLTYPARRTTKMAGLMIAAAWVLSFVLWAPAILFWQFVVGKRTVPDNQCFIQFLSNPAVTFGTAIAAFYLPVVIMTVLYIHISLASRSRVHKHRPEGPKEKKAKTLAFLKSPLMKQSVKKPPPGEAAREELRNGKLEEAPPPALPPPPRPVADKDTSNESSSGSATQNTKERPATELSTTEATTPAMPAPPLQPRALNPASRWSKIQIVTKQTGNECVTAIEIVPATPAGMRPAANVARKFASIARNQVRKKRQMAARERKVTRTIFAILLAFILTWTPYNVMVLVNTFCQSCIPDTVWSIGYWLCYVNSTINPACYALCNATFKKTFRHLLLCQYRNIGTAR
# CRFR2-BP ag = agonists of CRF-BP/CRF-R2 complex, primary screen, cell-based, HEK293, calcium dye fluorescence, uHTS. CRF-binding protein / CRF receptor 2 complex (human). calcium dye fluorescence (FLIPR); percent of saturating CRF peptide response. activation, % at 13.2 µM. hit rate 0.46% among 350,000;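 active means activation of at least 50%, plus an integration ratio under a set limit after plate pattern correction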;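 further: plate controls were neutral control wells without compound for no effect and CRF at EC100 for full effect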
# M5 antag = human M5 muscarinic receptor antagonists, primary screen, CHO cells, Fluo-8 calcium fluorescence | Muscarinic acetylcholine receptor M5 (Homo sapiens), P08912 | CHO-hM5 cells, ACh EC80 | inhibition, % at 3 µM | hit rate 0.59% among 360,000 | AID 624040, 2012;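 active means inhibition above a per-plate cutoff, the mean of that plate's test compounds plus 3 SD, cut at about 27% in these data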;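 further: 0% = acetylcholine EC80 with DMSO and 100% = DMSO without agonist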
# Target sequence (P08912 whole entry, looked up): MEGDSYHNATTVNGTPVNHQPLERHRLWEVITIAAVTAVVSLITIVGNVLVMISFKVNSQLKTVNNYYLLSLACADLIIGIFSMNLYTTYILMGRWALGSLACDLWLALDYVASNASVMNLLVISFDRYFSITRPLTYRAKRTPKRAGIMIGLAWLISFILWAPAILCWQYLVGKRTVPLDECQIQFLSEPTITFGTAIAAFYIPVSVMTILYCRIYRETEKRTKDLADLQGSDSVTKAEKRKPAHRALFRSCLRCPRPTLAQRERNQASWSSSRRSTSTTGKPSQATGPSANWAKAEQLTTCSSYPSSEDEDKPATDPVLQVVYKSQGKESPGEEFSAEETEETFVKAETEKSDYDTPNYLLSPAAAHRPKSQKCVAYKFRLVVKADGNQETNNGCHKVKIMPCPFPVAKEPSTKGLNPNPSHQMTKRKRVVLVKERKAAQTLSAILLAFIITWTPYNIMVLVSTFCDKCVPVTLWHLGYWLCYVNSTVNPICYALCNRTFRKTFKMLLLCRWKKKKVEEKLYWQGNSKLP
# M5 PAM = human M5 muscarinic receptor positive allosteric modulators, primary screen, CHO-K1 cells, Fluo-8 calcium fluorescence; CHO-K1 hM5, ACh EC20 PAM; 0% = ACh EC20, 100% = ACh EC100; activation, % at 3 µM; hit rate 0.3% among 360,000; AID 624038, 2012;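 active means activation above the run cutoff, the mean activation of all test compounds plus 3 SD, cut at about 18% in these data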
#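 system = human M5 receptor in CHO-K1 cells | compound = one concentration, 3 µM final (nominal) | schedule = Post-acetylcholine fluorescence recording 140 s | signal = Fluo-8 calcium dye fluorescence, kinetic read | benchmarks = low control EC20 acetylcholine (0%), high control EC100 acetylcholine (100%) | repeats = singlicate, one well per test compound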
# M4 antag = human M4 muscarinic receptor antagonists, primary screen, CHO cells, Fluo-8 calcium fluorescence; CHO-hM4 cells, ACh EC80; inhibition, % at 3 µM; AID 624125, 2012; Muscarinic acetylcholine receptor M4 (Homo sapiens), P08173; hit rate 0.73% among 360,000;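 active means inhibition above its plate's cutoff, the mean inhibition of sample wells plus 3 SD, cut at about 27% in these data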;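 further: 0% = acetylcholine EC80 with DMSO and 100% = DMSO without agonist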
# M1 antag = human M1 muscarinic receptor antagonists, primary screen, CHO-K1 cells, Fluo-8 calcium fluorescence, 1536-well | Muscarinic acetylcholine receptor M1 (Homo sapiens), P11229 | CHO-K1 hM1, ACh EC80 antagonist | inhibition, % at 3 µM | hit rate 1.3% among 360,000;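 active means percent inhibition above its own plate's cutoff, namely the mean of that plate's compound wells plus 3 SD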;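 further: peak over basal fluorescence ratio during 140 s after agonist addition; 0% = ACh EC80 plus DMSO and 100% = DMSO alone without agonist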
# M1 PAM = human M1 muscarinic receptor positive allosteric modulators, primary screen, CHO-K1 cells, Fluo-8 calcium fluorescence, 1536-well | hit rate 0.088% among 360,000 | CHO-K1 hM1, ACh EC20; 0% = ACh EC20, 100% = maximal ACh | activation, % at 3 µM | Muscarinic acetylcholine receptor M1 (Homo sapiens), P11229; in the data active means activation above about 19%, passing the limit was not always enough
# CHRM5 agonist = human M5 muscarinic receptor agonists, primary screen, CHO-K1 cells, Fluo-8 calcium fluorescence | activation, % at 3 µM | hit rate 0.19% among 360,000 | AID 624037, 2012 | Muscarinic acetylcholine receptor M5 (Homo sapiens), P08912 | CHO-K1 hM5 cells; 0% DMSO wells, 100% maximal acetylcholine response;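 active means activation above the run's mean over test compounds plus 3 SD, cut at about 23% in these data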;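 further: signal is peak over basal fluorescence ratio across the kinetic read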
# M4 PAM = human M4 muscarinic receptor positive allosteric modulators, primary screen, CHO-K1 cells, Fluo-8 calcium fluorescence; CHO-K1 hM4/Gqi5, ACh EC20; 0% = ACh EC20, 100% = maximal ACh; activation, % at 3 µM; Muscarinic acetylcholine receptor M4 (Homo sapiens), P08173; hit rate 0.4% among 360,000;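 active means activation above its plate's cutoff, the mean activation of sample wells plus 3 SD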; further: some results filed as inactive read as strong as hits
# The depositor's hits bear a star; / = no result given.
SMILES,M4 ag,CRFR2-BP ag,M5 antag,M5 PAM,M4 antag,M1 antag,M1 PAM,CHRM5 agonist,M4 PAM
COc1cccc(CNC(=O)CSc2nnc3c(n2)[nH]c2ccc(C)cc23)c1,1,0.5,6,-3,-10,-10,4,1,1
O=C(NCc1ccccc1Cl)c1cc2c(s1)CS(=O)(=O)C2,2,-0.2,2,3,3,-5,1,-3,-6
CCc1ccc(NC(=O)Nc2cc(C(=O)NCC3CCCO3)ccc2N2CC3CC(C2)c2cccc(=O)n2C3)cc1 (stereo not given),1,-0.1,6,-3,4,2,-1,-2,-1
CCOC(=O)C1CC(c2ccccc2)=NNC1=O (stereo not given),2,0.4,-4,0,1,-1,7,-4,4
Cn1nc(C(=O)NCc2ccccc2)cc1C(=O)NCc1ccccc1,1,-4.9,8,1,-3,-25,11,-8,9
Cc1ccc(-c2ccc(=O)n(CCC(=O)N3CCN(Cc4ccccc4)CC3)n2)cc1,11,-0.5,12,-6,0,15,-8,-2,-2
COc1cc(C)ccc1OCC(=O)OCC(=O)c1ccc[nH]1,2,2.1,12,-5,-6,4,-3,4,0
O=C(Cn1cnc2c(nnn2Cc2ccc(Cl)cc2)c1=O)NCC1CCCO1 (stereo not given),1,-0.1,-3,-5,1,-17,8,-1,1
CCc1cc(C(=O)Cc2ccccn2)c(O)cc1O,2,-0.9,8,-1,-1,-14,20,2,-8
O=C(O)c1cccc(S(=O)(=O)Nc2ccc(N3CCCCC3)cc2)c1,1,-2.8,0,9,-3,-24,9,3,10
C1CCc2nnc(C3CC3)n2CC1,0,-0.6,18,-5,15,0,5,-3,-8
Cc1ccc(S(=O)(=O)N2CCCCC2)cc1C(=O)N(C)CC(=O)Nc1cccc(F)c1,4,0.6,0,1,-5,-6,6,2,3
CCCC[C@@H]1C=C(C(=O)O)[C@H](c2ccc(Cl)c(Cl)c2)N1S(=O)(=O)c1ccc(C)cc1,2,6.9,2,-3,8,-5,3,0,1
Clc1cccc(OCCN2CCOCC2)c1,1,-1.4,-5,5,-8,-5,5,3,5
CCc1cc(-c2nnn(CCC3COCCO3)c2CC)cc(CC)c1-c1cn(CCc2c[nH]c3ccccc23)nn1 (stereo not given),4,1.0,5,-4,4,-8,3,0,-2
O=C(CC(=O)NCc1ccc(Cl)cc1)NCc1ccccc1,0,-2.3,7,0,7,-12,9,-3,0
CCCC(NC(=O)CCc1c(C)c2cc3c(C)c(C)oc3cc2oc1=O)C(=O)NC(Cc1ccc(Cl)cc1)C(=O)O (stereo not given),1,/,-2,2,-8,5,-2,3,-3
S=C(NC1CCCCC1)N1CCn2cccc2C1c1ccncc1 (stereo not given),0,0.2,18,-1,0,-4,5,-4,-4
C=C1CCN([C@@H](CC(C)C)C(=O)Nc2ccc(OC)cc2)S(=O)(=O)c2ccccc21,-2,-1.2,2,2,4,-6,8,-2,-6
CCOC(=O)c1c(NC2OC(=O)c3c2ccc(OC)c3OC)sc(C(=O)OC(C)(C)C)c1C (stereo not given),-2,-0.1,3,-2,9,-2,1,-4,3
CC(C(=O)Nc1ccccc1Cl)N(c1ccccc1)S(C)(=O)=O (stereo not given),1,-1.3,-15,-3,8,-5,11,-1,-5
Cc1ccc(C)c(N2CCN(C(=S)NC3CCCCC3)CC2)c1,1,0.2,10,-5,-5,-6,8,-2,2
CC1C(=O)N(Cc2cn(CCC3OCCCO3)nn2)CCS(=O)(=O)N1Cc1ccc(-c2ccc(Cl)c(Cl)c2)cc1 (stereo not given),21,4.2,36*,-18,40*,31*,-16,7,-12
O=C(COC(=O)CC1CCCC1)Nc1ccc(Br)cc1F,-1,4.7,12,5,-14,-7,12,-4,6
CCc1cc2ccc(C)cc2nc1SCC(=O)c1ccc(NC(C)=O)cc1,1,11,-1,3,0,-21,5,3,14
CCOC(=O)c1c(NC(=O)CSC(=S)N2CCOCC2)sc(C)c1C,1,0.8,-2,-1,0,-7,4,1,3
C/C=C/C(=O)N1c2ccc(C)cc2C(C)=CC1(C)C,-2,-2.8,-7,11,-4,-12,12,-4,5
CC(C)(CSc1nncn1/N=C/c1ccco1)NS(=O)(=O)c1ccc(Cl)cc1,1,-0.5,2,-1,1,2,1,-1,-4
Cc1cc(C)cc(NC(=O)CN2C(=O)c3ccccc3C2=O)c1,1,-0.2,-1,-2,-5,-18,14,4,1
Cc1ccsc1/C=C1/SC(N2CC(C)OC(C)C2)=NC1=O (stereo not given),1,-4.4,8,-3,1,-1,3,-1,6

# Sorted by formula weight (smallest number first): some entries from above.
SMILES,M4 ag,CRFR2-BP ag,M5 antag,M5 PAM,M4 antag,M1 antag,M1 PAM,CHRM5 agonist,M4 PAM
C/C=C/C(=O)N1c2ccc(C)cc2C(C)=CC1(C)C,-2,-2.8,-7,11,-4,-12,12,-4,5
Cc1cc(C)cc(NC(=O)CN2C(=O)c3ccccc3C2=O)c1,1,-0.2,-1,-2,-5,-18,14,4,1
Cc1ccsc1/C=C1/SC(N2CC(C)OC(C)C2)=NC1=O (stereo not given),1,-4.4,8,-3,1,-1,3,-1,6
Cc1ccc(C)c(N2CCN(C(=S)NC3CCCCC3)CC2)c1,1,0.2,10,-5,-5,-6,8,-2,2
O=C(COC(=O)CC1CCCC1)Nc1ccc(Br)cc1F,-1,4.7,12,5,-14,-7,12,-4,6
CCc1cc2ccc(C)cc2nc1SCC(=O)c1ccc(NC(C)=O)cc1,1,11,-1,3,0,-21,5,3,14
CCOC(=O)c1c(NC(=O)CSC(=S)N2CCOCC2)sc(C)c1C,1,0.8,-2,-1,0,-7,4,1,3
CC(C)(CSc1nncn1/N=C/c1ccco1)NS(=O)(=O)c1ccc(Cl)cc1,1,-0.5,2,-1,1,2,1,-1,-4
CCOC(=O)c1c(NC2OC(=O)c3c2ccc(OC)c3OC)sc(C(=O)OC(C)(C)C)c1C (stereo not given),-2,-0.1,3,-2,9,-2,1,-4,3
CCCC(NC(=O)CCc1c(C)c2cc3c(C)c(C)oc3cc2oc1=O)C(=O)NC(Cc1ccc(Cl)cc1)C(=O)O (stereo not given),1,/,-2,2,-8,5,-2,3,-3
CC1C(=O)N(Cc2cn(CCC3OCCCO3)nn2)CCS(=O)(=O)N1Cc1ccc(-c2ccc(Cl)c(Cl)c2)cc1 (stereo not given),21,4.2,36*,-18,40*,31*,-16,7,-12

# The list goes on.
SMILES,M4 ag,CRFR2-BP ag,M5 antag,M5 PAM,M4 antag,M1 antag,M1 PAM,CHRM5 agonist,M4 PAM
CC(=O)Nc1ccc(NC(=O)CCn2nnc3ccccc32)cc1,1,-0.5,-1,2,10,3,8,-2,5
CC(NC(=O)CN1CCN(c2ncccn2)CC1)c1ccc(F)cc1 (stereo not given),1,1.4,3,-4,-8,-10,6,-2,2
Cc1ccc(NC(=O)CSc2nc3cc(C(=O)NCC4CCCO4)ccc3c(=O)n2CC2CCCO2)cc1 (stereo not given),3,-0.5,0,2,-9,-20,6,-2,2
COc1ccc(NC(=O)CSc2nc3[nH]ncc3c(=O)[nH]2)cc1OC,1,0.1,5,-1,-5,-14,9,5,16
CC1(C(=O)NS(=O)(=O)c2cccc(C#N)c2)CCN1C(=O)CC1CCCC1 (stereo not given),0,/,8,-1,-7,-3,3,1,8
Cc1ccc(OCCN2C(=O)c3ccccc3C2=O)c([N+](=O)[O-])c1,1,-0.3,14,-8,9,15,-12,-3,-3
Cc1[nH][nH]c(=O)c1C(c1cc2c(cc1Br)OCO2)c1c(C)[nH][nH]c1=O,13,-1.5,24,-15,5,5,-7,0,-9
CCC(C)c1ccccc1N1CC(C(=O)Nc2ccc(C)c(S(=O)(=O)N3CCOCC3)c2)CC1=O (stereo not given),2,1.4,3,1,-14,-5,5,-3,1
COc1cc2cc(CN(Cc3nnnn3Cc3ccccc3)CC3CCCO3)c(=O)[nH]c2cc1OC (stereo not given),0,3.8,1,0,5,-9,5,-3,-1
CN(C(=O)COC(=O)CSc1ccccc1)c1c(N)n(Cc2ccccc2)c(=O)[nH]c1=O,0,5.2,7,-1,-15,-8,7,0,5
CCOC(=O)C1CCCN(C(=O)c2ccc(-c3ccccc3)cc2)CC1 (stereo not given),7,/,-1,-2,-9,-18,1,0,-5
O=C(CCN1CCOCC1)Nc1cc(C(=O)Nc2ccc(Cl)cc2)ccc1N1CC2CC(C1)c1cccc(=O)n1C2 (stereo not given),1,1.0,-1,2,5,-4,-1,-4,-8
CCOc1ccc(C2NC(=O)c3ccccc3O2)cc1OC (stereo not given),1,1.1,-4,1,-23,-21,12,7,-6
CCOC(=O)c1[nH]c(C)c(C(=O)OCc2ccc(C)cc2)c1C,0,-1.5,8,1,12,-8,7,-1,-11
COc1ccc(C(=O)NC(=S)Nc2ccc(CN3CCCCC3)cc2)cc1Cl,8,-0.6,14,-26,-1,29*,-22,-15,-7
CCn1c(SCc2ccc(C#N)cc2)nnc1-c1cccc(Cl)c1,1,1.3,8,-9,4,-3,6,-3,-16
CCOCCCNC(=O)c1cc(C)nn1-c1ccccc1,1,-0.9,-1,0,-10,-9,9,3,2
CC(C)CCNC(=O)C(=O)Nc1cc2c3c(c1)CCC(=O)N3CCC2,2,0.3,11,-4,-6,-2,4,-2,6
COC(=O)c1ccc(CSc2nncn2N)cc1,1,-0.2,-2,-1,-5,-6,-1,0,-4
CN(CCCNC(=O)CCCOc1cc(=O)n(C)c2ccccc12)Cc1ccccc1,1,0.1,-15,12,-23,-1,-5,-9,6
CN1CCN(CCCNC(=O)c2ccc(/C=C3\Oc4ccccc4N(Cc4ccc(Cl)cc4)C3=O)cc2)CC1,3,1.8,2,-11,7,54*,-21,-8,-8
Cc1csc(SC(C)C(=O)NC2CCCCC2C)n1 (stereo not given),0,-1.5,7,-2,-7,-8,6,0,10
COc1ccc(S(=O)(=O)Nc2cccc3c2O[C@H](CN(C)Cc2ccc(Cl)c(Cl)c2)[C@@H](C)CN([C@H](C)CO)C3=O)cc1,17,-1.1,13,0,-4,-11,11,4,3

# Source: PubChem BioAssay
